Runt-CBFb FRET: blocks binding of human RUNX1 Runt domain to CBFb; Q01196+Q13951; Cerulean-Runt/Venus-CBFb FRET ratio 530/480, 1 h; inhibition, % at 20 µM; actives 0.46% (n = 220,000); AID 1496;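 active means inhibition over about 50% at 20 µM in the single-dose screen, limit read from the data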;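 further: 0% = DMSO wells and 100% = excess unlabeled CBFb competitor control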
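Doses: 20 µM compound in 1% DMSO | Material: Cerulean-labeled Runt domain protein | Amount: Each fluorescent fusion protein 100 nM | Schedule: Two 1 h room-temperature incubations shielded from light | Measured by: FRET fluorescence | Evaluation: Loss of energy transfer signal | Controls: Unlabeled CBFb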
TNF necrop inh: inhibitors of TNF-alpha induced necroptosis in Jurkat FADD-/- cells; activation (protection from cell death), % at 10 µM; actives 0.068% (n = 220,000); AID 463075; Jurkat FADD-/- TNF necroptosis rescue, ATP luminescence, 24 h; 0 = TNF only, 100 = no-TNF cells;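 active means activation, meaning protection from cell death, of at least 50% relative to plate controls; inactive means activation below 50%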;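 further: necroptosis triggered by 40 ng/mL TNF-alpha added together with compound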
EP2 modulator: EP2 receptor (human) modulation; EP2-expressing cells, cAMP HTRF FRET, PGE2 co-stimulation; P43116; actives 0.83% (n = 260,000); induction, % at 25 µM;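 active means compounds whose cAMP rise, as percent of the full-agonist control response, exceeds 60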;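 further: rat C6 glioma line stably carrying human EP2 under a CMV promoter; the protocol text gives 20 µM as final concentration; 100% = response of wells given 1 µM PGE2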
PGE2 EP2 inh: inhibitors of human EP2 prostaglandin E2 receptor; AID 1422; C6 glioma cells expressing human EP2, cAMP TR-FRET; cells stimulated with saturating PGE2; actives 0.52% (n = 260,000); inhibition, % at 25 µM;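 active means percent inhibition above 40 after rounding to a whole number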;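 further: rat C6 glioma host cells with rolipram phosphodiesterase inhibitor present; the protocol text gives 20 µM as final concentration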
Hck Nef HTS: human Hck-Nef kinase inhibition; inhibition, % at 20 µM; actives 0.68% (n = 220,000); Recombinant Hck-YEEI plus Nef, Z-Lyte FRET kinase assay; P08631; AID 463187;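 active means Hck-Nef kinase inhibition above about 50%, limit read from the data; inactive means inhibition below that limit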;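 further: 0% = DMSO with Hck plus Nef and 100% = Hck alone without Nef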
RBBP9 inh: blocks human serine hydrolase RBBP9; actives 0.2% (n = 220,000); inhibition, % at 7.94 µM; recombinant RBBP9, FP-Rh probe fluorescence polarization;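 active means inhibition above the campaign mean of all tested compounds plus 3 SD, cut at about 14% in these data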;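 further: plate controls were DMSO wells with RBBP9 for no effect and wells lacking RBBP9 protein for full effect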
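Test system: recombinant human RBBP9. Quantity: 2.5 µM RBBP9 dispensing solution, before mixing. Detection: FP readout at 525/598 nm. Reagent: Serine-hydrolase probe FP-Rh, 375 nM pre-mixing. Measure: % inhibition. Control set: DMSO-treated enzyme wells and wells lacking RBBP9. Buffer or medium: Tris-NaCl-Pluronic buffer, pH 8.0. Times: preincubation 30 min plus labeling 45 min at 25 °C.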
L929 necroptosis: L929 zVAD cell death inhibition | L929 zVAD necroptosis rescue, ATP luminescence, 24 h; with zVAD 60 µM | viability rescue, % at 10 µM | actives 0.38% (n = 220,000);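 active means activation, scaled between plate controls, above about 75%, limit read from the data; inactive means activation under that limit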;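 further: 0% = zVAD with DMSO and 100% = DMSO alone without zVAD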
PERK inhibitor: human PERK inhibition, primary cell-based screen. Q9NZJ5. CHO PERK-DD fusion, SEAP luminescence translation reporter. inhibition, % at 5.6 µM. actives 0.17% (n = 220,000);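 active means inhibition above the mean inhibition of all tested compounds plus 3 SD, set separately per screening campaign, cut at about 2.9% in these data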;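 further: PERK kinase domain activated by AP20187 dimerizer at 100 nM; 0% = DMSO with dimerizer and 100% = rapamycin at 8.4 µM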
Target sequence (Q9NZJ5 whole entry, looked up, the tested form may be a part): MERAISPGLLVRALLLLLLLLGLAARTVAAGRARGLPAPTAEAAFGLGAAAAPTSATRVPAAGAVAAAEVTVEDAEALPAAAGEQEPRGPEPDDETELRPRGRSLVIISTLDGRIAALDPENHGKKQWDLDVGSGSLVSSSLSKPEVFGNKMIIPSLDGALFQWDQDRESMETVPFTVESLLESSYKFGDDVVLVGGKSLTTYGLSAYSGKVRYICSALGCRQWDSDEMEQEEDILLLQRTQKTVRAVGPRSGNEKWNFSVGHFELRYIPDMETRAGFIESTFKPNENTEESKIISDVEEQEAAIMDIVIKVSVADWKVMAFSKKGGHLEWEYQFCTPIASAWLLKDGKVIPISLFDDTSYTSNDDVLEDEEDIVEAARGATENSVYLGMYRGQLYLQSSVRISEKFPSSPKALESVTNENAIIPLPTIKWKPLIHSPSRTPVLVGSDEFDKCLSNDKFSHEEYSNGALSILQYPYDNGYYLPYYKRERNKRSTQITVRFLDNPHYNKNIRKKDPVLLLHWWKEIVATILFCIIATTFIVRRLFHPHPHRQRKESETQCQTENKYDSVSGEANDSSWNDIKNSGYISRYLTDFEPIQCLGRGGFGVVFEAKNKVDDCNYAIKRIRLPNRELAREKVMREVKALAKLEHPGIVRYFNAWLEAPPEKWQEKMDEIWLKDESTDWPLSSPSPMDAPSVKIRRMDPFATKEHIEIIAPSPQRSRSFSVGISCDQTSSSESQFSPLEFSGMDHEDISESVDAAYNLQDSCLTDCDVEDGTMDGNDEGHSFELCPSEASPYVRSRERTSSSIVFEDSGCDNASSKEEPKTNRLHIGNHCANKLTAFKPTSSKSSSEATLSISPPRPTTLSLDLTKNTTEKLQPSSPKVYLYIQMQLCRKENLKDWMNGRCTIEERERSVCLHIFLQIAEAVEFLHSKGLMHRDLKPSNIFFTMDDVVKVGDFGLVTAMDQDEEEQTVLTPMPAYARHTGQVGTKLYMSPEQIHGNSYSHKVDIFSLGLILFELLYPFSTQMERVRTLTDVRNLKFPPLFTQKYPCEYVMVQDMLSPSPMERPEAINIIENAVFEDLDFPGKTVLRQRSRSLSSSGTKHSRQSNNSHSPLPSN
Runt-SMMHC FRET: inhibitors of human RUNX1 Runt domain binding to CBFb-SMMHC | inhibition, % at 20 µM | Q01196+Q13951 | Cerulean-Runt/Venus-CBFb-SMMHC FRET ratio 530/480, 1 h | actives 0.74% (n = 220,000);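 active means mean inhibition across duplicate retests at 20 µM reaching about 50%, limit read from the data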;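 further: 0% = DMSO wells and 100% = wells with excess untagged CBFb-SMMHC; inhibitors lower the FRET ratio by blocking Runt binding to CBFb-SMMHC; some results filed as inactive read as strong as hits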
An asterisk follows results filed as active; & = joins results of further samples. An excerpt; rates above refer to the full screens.

O=S(=O)(NCc1ccco1)c1ccc(S(=O)(=O)N2CCCCC2)cc1 was read as Runt-CBFb FRET -3, TNF necrop inh 0.3, EP2 modulator -9, PGE2 EP2 inh 9, Hck Nef HTS 10, RBBP9 inh -3, L929 necroptosis -0.1, PERK inhibitor 0.2 and Runt-SMMHC FRET 2.
COc1ccccc1NC(=S)N1CCOCC1 was read as Runt-CBFb FRET -2, TNF necrop inh 1.7, EP2 modulator 10, PGE2 EP2 inh 1, Hck Nef HTS 0, RBBP9 inh 2, L929 necroptosis -0.2, PERK inhibitor 1.5 and Runt-SMMHC FRET -3.
For CC1(C)CC2CC(C)(CN2S(=O)(=O)c2cccc(N)c2)C1 (stereo not given) the results were Runt-CBFb FRET -3, TNF necrop inh -1.8, EP2 modulator 12, PGE2 EP2 inh 22, Hck Nef HTS 7, RBBP9 inh 0, L929 necroptosis -0.3, PERK inhibitor 0.1 and Runt-SMMHC FRET -1.
Screening CC(/C=C(\NC(=O)c1ccccc1)C(=O)N=Nc1c(O)[nH]c2ccc(C)cc12)=C\c1ccccc1 returned Runt-CBFb FRET -2, TNF necrop inh -14, EP2 modulator -8, PGE2 EP2 inh 19, Hck Nef HTS -2, RBBP9 inh -4, L929 necroptosis 0.5, PERK inhibitor 0.3 and Runt-SMMHC FRET 0.
O=C(Nc1cccc(C(=O)N2CCN(Cc3ccccc3)CC2)c1)c1ccccc1 was read as Runt-CBFb FRET 0, TNF necrop inh -1.1, EP2 modulator -37, PGE2 EP2 inh 20, Hck Nef HTS 0, RBBP9 inh 2, L929 necroptosis -0.3, PERK inhibitor -0.8 and Runt-SMMHC FRET -5.
Screening Cc1cc(C(=O)CSc2nc(N)cc(N)n2)c(C)n1CCc1ccc(F)cc1 returned Runt-CBFb FRET 19, TNF necrop inh -9.3, EP2 modulator -6, PGE2 EP2 inh 10, Hck Nef HTS -1, RBBP9 inh -4, L929 necroptosis -0.1, PERK inhibitor -1.3 and Runt-SMMHC FRET 0.
`Oc1cccc(/C=N/Nc2cc(N3CCCC3)nc(N3CCCC3)n2)c1` gave Runt-CBFb FRET 2, TNF necrop inh 2.6, EP2 modulator -13, PGE2 EP2 inh 6, Hck Nef HTS 4, RBBP9 inh -6, L929 necroptosis 1.0, PERK inhibitor -0.1 and Runt-SMMHC FRET 5.
`C=CCNC(=O)CSc1nc2cc(C(=O)OCC)ccc2n1CC` gave Runt-CBFb FRET 0, TNF necrop inh 1.2, EP2 modulator -24, PGE2 EP2 inh 10, Hck Nef HTS -4, RBBP9 inh -6, L929 necroptosis -0.1, PERK inhibitor -0.6 and Runt-SMMHC FRET -5.
Screening O=C(O)CCCC(=O)NCCCCc1ccccc1 returned Runt-CBFb FRET -2, TNF necrop inh 1.7, EP2 modulator 2, PGE2 EP2 inh 4, Hck Nef HTS 1, RBBP9 inh -6, L929 necroptosis 0.5, PERK inhibitor 1.5 and Runt-SMMHC FRET 5.
Screening O=C(COc1ccc(Cl)cc1Cl)Nc1ccccn1 returned Runt-CBFb FRET -1, TNF necrop inh -9.7, EP2 modulator -5, PGE2 EP2 inh 14, Hck Nef HTS 7, RBBP9 inh -8, L929 necroptosis -1.1, PERK inhibitor 0.4 and Runt-SMMHC FRET 1.
For CCOC(=O)N1CCN(C(c2ccc(F)cc2)c2sc3nc(C)nn3c2O)CC1 (stereo not given) the results were Runt-CBFb FRET 2, TNF necrop inh 2.2, EP2 modulator 13, PGE2 EP2 inh 12, Hck Nef HTS 1, RBBP9 inh -4, L929 necroptosis 2.4, PERK inhibitor 1.4 and Runt-SMMHC FRET 3.
`Cc1ccc(S(=O)(=O)NC(C(=O)N2CCOCCOCCOCC2)c2ccccc2)cc1` (stereo not given) gave Runt-CBFb FRET 2, TNF necrop inh 0.1, EP2 modulator 23, PGE2 EP2 inh 2, Hck Nef HTS 4, RBBP9 inh -8, L929 necroptosis 0.8, PERK inhibitor -0.3 and Runt-SMMHC FRET -2.
For CCC(=O)c1cc(F)ccc1OCC(=O)N1CCN(c2ccc(F)cc2)CC1 the results were Runt-CBFb FRET -1, TNF necrop inh 1.2, EP2 modulator -30, PGE2 EP2 inh 3, Hck Nef HTS -15, RBBP9 inh -5, L929 necroptosis -1.2, PERK inhibitor 0.5 and Runt-SMMHC FRET -81.
`CCOc1ccc(S(=O)(=O)N(C)c2ccc(OCC(=O)Nc3nc(-c4cc(OC)ccc4OC)cs3)cc2)cc1` gave Runt-CBFb FRET 4, TNF necrop inh 2.9, EP2 modulator 0, PGE2 EP2 inh 13, Hck Nef HTS -1, RBBP9 inh -11, L929 necroptosis 0.5, PERK inhibitor 0.3 and Runt-SMMHC FRET 5.
O=C(N/N=C/c1cccc([N+](=O)[O-])c1O)c1cccs1 was read as Runt-CBFb FRET -3, TNF necrop inh -6.0, EP2 modulator 7, PGE2 EP2 inh 12, Hck Nef HTS 2, RBBP9 inh 3, L929 necroptosis 1.1, PERK inhibitor 0.5 and Runt-SMMHC FRET -2.
Screening Cc1[nH]c2ccccc2c1CN1CCC(CO)(Cc2ccccc2)CC1 returned Runt-CBFb FRET -2, TNF necrop inh 2.5, EP2 modulator -43, PGE2 EP2 inh 5, Hck Nef HTS 19, RBBP9 inh 0, L929 necroptosis 65, PERK inhibitor 0.5 and Runt-SMMHC FRET 0.
Screening Cc1ccc(-n2nnnc2SC(C(=O)c2c[nH]c3ccccc23)c2ccccc2)cc1 (stereo not given) returned Runt-CBFb FRET 0, TNF necrop inh -2.1, EP2 modulator -7, PGE2 EP2 inh 7, Hck Nef HTS 0, RBBP9 inh -12, L929 necroptosis 1.4, PERK inhibitor 0.8 and Runt-SMMHC FRET 2.
CCCCOCCCNC(=O)N[C@@H](CC(C)C)C(=O)O was read as Runt-CBFb FRET -2, TNF necrop inh -0.2, EP2 modulator 22, PGE2 EP2 inh 13, Hck Nef HTS 0, RBBP9 inh -1, L929 necroptosis 0.6, PERK inhibitor 0.8 and Runt-SMMHC FRET -3.
For Cc1[nH]c2ccccc2c1CCNC(=O)c1ccc2c(c1[N+](=O)[O-])C(=O)c1ccccc1C2=O the results were Runt-CBFb FRET 4, TNF necrop inh -17, EP2 modulator -75, Hck Nef HTS -2, RBBP9 inh -9, L929 necroptosis 11, PERK inhibitor -1.7 and Runt-SMMHC FRET -4.
Cc1cc(NC(=O)c2cc3n(n2)C(C(F)(F)F)CC(c2ccc(Cl)c(Cl)c2)N3)no1 (stereo not given) was read as Runt-CBFb FRET -5, TNF necrop inh -0.5, EP2 modulator -23, PGE2 EP2 inh 4, Hck Nef HTS -1, RBBP9 inh -1, L929 necroptosis 1.7, PERK inhibitor 0.1 and Runt-SMMHC FRET -18.
Screening c1cc(CNc2ccc3c(c2)OCO3)ccn1 returned Runt-CBFb FRET 10, TNF necrop inh -0.3, EP2 modulator -3&-8, PGE2 EP2 inh 15&14, Hck Nef HTS 1, RBBP9 inh 3, L929 necroptosis -0.1, PERK inhibitor 0.5 and Runt-SMMHC FRET 21.
Screening COC(=O)c1ccc(Nc2cc(C)nc3ccccc23)cc1 returned Runt-CBFb FRET 0, TNF necrop inh -27, EP2 modulator -46, PGE2 EP2 inh 30, Hck Nef HTS 9, RBBP9 inh -4, L929 necroptosis 1.3, PERK inhibitor -0.7 and Runt-SMMHC FRET 0.
CCC1SC(CC)C(=O)N(CC(=O)NC2CCCCC2)C1=O (stereo not given) was read as Runt-CBFb FRET 0, TNF necrop inh 0.6, EP2 modulator -1, PGE2 EP2 inh 5, Hck Nef HTS -8, RBBP9 inh -11, L929 necroptosis -1.1, PERK inhibitor -0.1 and Runt-SMMHC FRET -1.
Screening COc1ccc(CC(NC(C)=O)C(=O)N2CCN(C(=O)Nc3cccc(F)c3)CC2)cc1OC (stereo not given) returned Runt-CBFb FRET -1, TNF necrop inh -0.1, EP2 modulator 16, PGE2 EP2 inh 18, Hck Nef HTS 20, RBBP9 inh 3, L929 necroptosis 11, PERK inhibitor 1.2 and Runt-SMMHC FRET 4.
`COc1ccc(CC(=O)O/N=C(\N)Cc2ccc(OC)c(OC)c2)cc1` gave Runt-CBFb FRET -2, TNF necrop inh -0.7, EP2 modulator 12, PGE2 EP2 inh 6, Hck Nef HTS -2, RBBP9 inh 5, L929 necroptosis -0.3, PERK inhibitor -0.2 and Runt-SMMHC FRET -7.
For CCN(CC)CCCNc1nnc(C)c(=O)[nH]1 the results were Runt-CBFb FRET -1, TNF necrop inh 1.3, EP2 modulator 25, PGE2 EP2 inh 4, Hck Nef HTS 3, RBBP9 inh -6, L929 necroptosis 2.6, PERK inhibitor 0.1 and Runt-SMMHC FRET 1.
`Cc1ccc(S(=O)(=O)NCCN=C(CN2CCOCC2)NS(=O)(=O)c2ccc(C)cc2)cc1` gave Runt-CBFb FRET -1, TNF necrop inh -0.9, EP2 modulator 26, PGE2 EP2 inh 5, Hck Nef HTS 0, RBBP9 inh -10, L929 necroptosis 0.4, PERK inhibitor -0.4 and Runt-SMMHC FRET 4.
Screening COC(=O)C1=C(C)N(c2cccc(C)c2)C(=O)/C1=C\c1cccs1 returned Runt-CBFb FRET -3, TNF necrop inh -3.6, EP2 modulator 11, PGE2 EP2 inh 39, Hck Nef HTS -1, RBBP9 inh -8, L929 necroptosis -0.3, PERK inhibitor 0.0 and Runt-SMMHC FRET -2.
Screening CC1CCCCC1NC(=O)COC(=O)C12CC3CC(CC(Cl)(C3)C1)C2 (stereo not given) returned Runt-CBFb FRET -1, TNF necrop inh 1.5, EP2 modulator -36, PGE2 EP2 inh 6, Hck Nef HTS 11, RBBP9 inh -5, L929 necroptosis 2.6, PERK inhibitor -0.2 and Runt-SMMHC FRET -2.
`COC(=O)c1ccc(NC(=O)C(=O)N2CCN(C(=S)Nc3ccccc3OC)CC2)cc1` gave Runt-CBFb FRET -1, TNF necrop inh 2.7, EP2 modulator 0, PGE2 EP2 inh 5, Hck Nef HTS 6, RBBP9 inh 2, L929 necroptosis 2.7, PERK inhibitor 0.2 and Runt-SMMHC FRET 3.
O=C(c1ccccc1)N1CCCC(C(=O)N2CCN(c3ccccc3)CC2)C1 (stereo not given) was read as Runt-CBFb FRET 0, TNF necrop inh -0.1, EP2 modulator -6, PGE2 EP2 inh 6, Hck Nef HTS 27, RBBP9 inh -7, L929 necroptosis -0.5, PERK inhibitor 0.8 and Runt-SMMHC FRET 1.

Nothing new here: an excerpt of the list.
For CCN(CC)CCCNc1nnc(C)c(=O)[nH]1 the results were Runt-CBFb FRET -1, TNF necrop inh 1.3, EP2 modulator 25, PGE2 EP2 inh 4, Hck Nef HTS 3, RBBP9 inh -6, L929 necroptosis 2.6, PERK inhibitor 0.1 and Runt-SMMHC FRET 1.
`Cc1ccc(S(=O)(=O)NCCN=C(CN2CCOCC2)NS(=O)(=O)c2ccc(C)cc2)cc1` gave Runt-CBFb FRET -1, TNF necrop inh -0.9, EP2 modulator 26, PGE2 EP2 inh 5, Hck Nef HTS 0, RBBP9 inh -10, L929 necroptosis 0.4, PERK inhibitor -0.4 and Runt-SMMHC FRET 4.
